# Screening results (PubChem)
# EBI2 antag: blocks human EBI2 receptor beta-arrestin signaling | P32249 | EBI2 beta-arrestin recruitment, luminescence, 7a,25-OHC stimulated | inhibition, % at 5 µM | 360,000 tested, 0.81% active; in the data active means inhibition above about 38%;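 further: enzyme fragment complementation signal reports receptor beta-arrestin coupling in cells; 0% = agonist plus DMSO wells and 100% = wells without agonist; some results beyond the cut were filed as inactive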
# CXCR6 block: CXCR6 (human) receptor inhibition; inhibition, % at 20 µM; AID 602244; CHO-K1 PathHunter CXCR6 beta-arrestin, luminescence; 360,000 tested, 0.36% active; O00574; in the data active means inhibition above about 34%, passing the limit was not always enough;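 further: antagonist mode with CXCL16 agonist at 10 nM final; 0% = 10 nM CXCL16 with DMSO and 100% = unstimulated wells without agonist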
# Target sequence (O00574 whole entry, looked up): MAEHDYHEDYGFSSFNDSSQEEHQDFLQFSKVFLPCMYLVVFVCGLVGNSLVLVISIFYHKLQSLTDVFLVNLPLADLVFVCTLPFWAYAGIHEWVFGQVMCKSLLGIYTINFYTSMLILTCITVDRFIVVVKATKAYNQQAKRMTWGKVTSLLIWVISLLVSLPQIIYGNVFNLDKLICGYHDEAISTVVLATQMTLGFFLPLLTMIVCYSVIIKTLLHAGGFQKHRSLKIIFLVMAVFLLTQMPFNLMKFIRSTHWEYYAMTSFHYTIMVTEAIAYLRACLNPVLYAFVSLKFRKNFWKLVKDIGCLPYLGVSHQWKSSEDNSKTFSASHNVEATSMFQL
# CCR6 antagonist: CCR6 (human) receptor antagonism | AID 493098 | inhibition, % at 20 µM | CHO-K1 CCR6 PathHunter beta-arrestin, luminescence, CCL20-stimulated | 340,000 tested, 0.49% active | P51684;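 active means compounds whose inhibition of the agonist-driven luminescence signal at 20 µM reaches about 50%, limit read from the data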;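 further: cells stimulated with CCL20 at 14 nM final; plate controls were DMSO with CCL20 for no effect and DMSO without agonist for full effect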
# Target sequence (P51684 whole entry, looked up): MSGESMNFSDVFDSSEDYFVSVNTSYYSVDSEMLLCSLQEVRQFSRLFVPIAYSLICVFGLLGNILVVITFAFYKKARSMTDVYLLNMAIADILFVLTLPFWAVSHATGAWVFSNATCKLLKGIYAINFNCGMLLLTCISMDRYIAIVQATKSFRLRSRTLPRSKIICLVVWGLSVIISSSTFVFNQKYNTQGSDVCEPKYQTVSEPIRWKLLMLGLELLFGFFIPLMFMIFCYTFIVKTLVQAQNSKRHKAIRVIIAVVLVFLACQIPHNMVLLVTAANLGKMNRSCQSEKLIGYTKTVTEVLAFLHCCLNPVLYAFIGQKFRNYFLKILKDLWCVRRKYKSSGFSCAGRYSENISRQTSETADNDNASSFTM
# UBC13 polyUb: blocks human UBC13 polyubiquitin chain formation; P61088; TR-FRET; inhibition, % at 20 µM; 330,000 tested, 0.47% active; in the data active means inhibition above about 45%, passing the limit was not always enough
# APJ antag: antagonists of human APJ apelin receptor; P35414; CHO-K1 APJ beta-arrestin complementation, luminescence; inhibition, % at 20 µM; AID 2521; 330,000 tested, 0.32% active;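 active means inhibition above about 40% at 20 µM, limit read from the data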;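 further: cells challenged with 10 nM apelin-13 agonist together with compound; plate controls were apelin-13 plus DMSO wells for no effect and DMSO wells lacking apelin-13 for full effect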
# Target sequence (P35414 whole entry, looked up): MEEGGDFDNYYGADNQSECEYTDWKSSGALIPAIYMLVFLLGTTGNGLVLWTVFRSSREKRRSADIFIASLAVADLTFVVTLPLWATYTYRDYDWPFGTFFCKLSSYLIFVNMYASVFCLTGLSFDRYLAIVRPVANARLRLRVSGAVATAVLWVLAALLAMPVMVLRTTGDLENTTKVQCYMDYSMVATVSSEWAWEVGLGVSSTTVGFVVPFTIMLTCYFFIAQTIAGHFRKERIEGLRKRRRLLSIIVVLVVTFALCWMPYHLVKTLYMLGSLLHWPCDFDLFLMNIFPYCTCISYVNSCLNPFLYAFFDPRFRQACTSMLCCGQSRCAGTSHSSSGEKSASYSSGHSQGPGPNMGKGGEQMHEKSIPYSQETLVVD
# Jurkat NFkB inh: inhibitors of the PMA/ionomycin-induced NF-kB reporter in Jurkat cells; PMA/ionomycin-induced NF-kB luciferase reporter, luminescence; AID 435003; 330,000 tested, 0.53% active; inhibition, % at 4 µM; in the data active means inhibition above about 50%
# Gli-Sufu block: Gli-Sufu pathway antagonism | Sufu-KO-LIGHT fibroblasts, Gli luciferase reporter luminescence | inhibition, % at 5 µM | 340,000 tested, 0.74% active | AID 588413;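 active means inhibition above about 55%, limit read from the data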;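 further: 0% = DMSO-treated cells and 100% = wells with medium but no cells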
# 697 NFkB inh: inhibitors of the PMA/ionomycin-induced NF-kB reporter in 697 B cells; 697 B-cell NF-kB luciferase reporter, 16 h; inhibition, % at 4 µM; 330,000 tested, 0.33% active; in the data active means inhibition above about 35%
# Numbers without * were called inactive; i = inactive; / = no result given; & = joins results of further samples. The list is partial; count on the stated rates, not on these rows.
SMILES,EBI2 antag,CXCR6 block,CCR6 antagonist,UBC13 polyUb,APJ antag,Jurkat NFkB inh,Gli-Sufu block,697 NFkB inh
COCCNC(=O)CN1C2CCC1CC(O)(c1cccnc1)C2 (configuration not stated),-1,10,-14,6,10,1,-13,6
C[C@]12CC[C@H](O)C[C@@H]1CC[C@@H]1[C@@H]2CC[C@]2(C)[C@@H](C(=O)O)C[C@@H]12,4,1,10,4,0,13,-3,14
O=C1NC(=S)NC(=O)C1=Cc1c(Cl)cccc1Cl,-19,11,19,/,/,/,0,/
O=C(CCc1nc(-c2ccccc2F)no1)N1CCC2(CC1)OCCO2,-2,8,-3,-7,0,-11,-1,1
CN1CCC(n2nccc2N)CC1,-5,0,1,0,6,1,2,23
O=C(O)COc1ccccc1/C=C1\C(=O)NC(=O)N(CCC2=CCCCC2)C1=O,9,3,3,15,8,-1,-7,10
CCN1CCN(C(=O)Cc2c(C)n(C(=O)c3ccc(Cl)cc3)c3ccc(OC)cc23)CC1,8,7,-4,5,23,-12,-3,-7
O=C(Cc1ccccc1)Oc1cccc(N2C(=O)CCC2=O)c1,-15,4,-19,8,19,-3,-62,7
CC[N+](CC)(CC)CCCOC(=O)C(O)(c1ccccc1)C1CCCCC1 (configuration not stated),-9,1,5,9,7,2,16,-2
OC(CCNCCc1c[nH]c2ccccc12)C(F)(F)Cl (configuration not stated),11,-2,-5,-7,-6,8,8,23
CN1C(=O)N(C)C(=O)C2(Cc3cc(NC(=O)c4ccc(F)cc4)ccc3N3CCCC32)C1=O (configuration not stated),-9,-6,1,-12,-19,2,-2,-14
CC(NC(=O)Cc1cccc2ccccc12)C(=O)N1CCC(=O)CC1 (configuration not stated),-3,-4,-3,-20,1,-2,4,7
Cc1nnc(SCc2nc3ccccc3c(=O)n2-c2ccccc2Cl)n1N,-7,0,7,-12,-8,-5,-3,-9
CC1CCC(C)(NS(=O)(=O)OCC(Cl)(Cl)Cl)CC1 (configuration not stated),-3,-10,6,8,-39,12,-13,15
C[n+]1ccc(-c2ccccc2)c2ccccc21,-6,-3,11,4,-14,29,46,23
CCC(=Nc1ccccc1N)c1c(O)[nH]c(=O)[nH]c1=O,3,-3,0,-5,-7,-19,7,-21
O=C(c1cn(Cc2ccccc2)c2ccccc12)N1CCCCC1,1,4,13,-4,3,4,-6,-6
CCC1=Nc2cc(C(=O)N3CCC4(CC3)OCCO4)ccc2Sc2ccc(C)cc21,0,5,10,-2,19,-1,7,-5
CCOC(=O)[C@@]1(C#N)C(c2ccc(Cl)c(Cl)c2)[C@H](C(N)=O)N2C=C(C(C)=O)C=C[C@H]21 (some centres not stated),2,7,6,-6,15,5,0,-18
CCOc1ccc(-n2c(O)c(C=NCCN(CC)CC)c(=O)[nH]c2=O)cc1,-8,-2,1,0,2,7,4,6
Cc1ccc(N/N=C/c2c(O)n(-c3ccccc3)c(=O)[nH]c2=O)cc1,14,-4,13,-23,1,2,/,-4
C=CCn1c(O)c(C(C)=NCCC(c2ccccc2)c2ccccc2)c(=O)[nH]c1=O,7,2,17,10,-2,-14,16,-5
Cc1ccc(C2CC(=O)C(C=NCCN3CCN(C(=O)Cc4ccccc4)CC3)=C(O)C2)cc1 (configuration not stated),-7,-6,-11,-1,-10,-4,4,9
COc1cc2c(c(OC)c1OC)-c1ccc(O)c(=O)cc1[C@@H](N)CC2,1,-4,2,100*,-1,-1,9,6
CCOc1cc2c(cc1OCC)-n1cccc1C(c1ccccc1OC)NC2 (configuration not stated),2,5,6,18,-6,-16,15,-8
# More records follow:
SMILES,EBI2 antag,CXCR6 block,CCR6 antagonist,UBC13 polyUb,APJ antag,Jurkat NFkB inh,Gli-Sufu block,697 NFkB inh
Cc1ccccc1-n1c(O)c(/C=N/c2nccs2)c(=O)[nH]c1=O,-5&-6,10&-3,-5&13,4&20,-1&5,-5&1,-6&-18,14&-6
COc1ccccc1OCC(=O)N1CCCC(N2CCN(c3ccc(F)cc3)CC2)C1 (configuration not stated),3,-3,6,-4,9,-12,16,17
CCOC(=O)C1(CCc2ccccc2)CCN(C(C)CSC)CC1 (configuration not stated),5,7,8,/,/,/,32,/
COc1cc(/C=C2\C(=O)NC(=O)N(c3ccccc3)C2=O)cc(OC)c1O,-4,-1,4,-6,-13,0,2,13
O=C(N/N=C/c1c(O)n(C2CCCCC2)c(=S)[nH]c1=O)c1ccccc1,18,21,31,-27,28,4,47,-15
O=c1[nH]c(O)c(C=NCCc2ccccc2)c(=O)[nH]1,5,-3,4,-1,-4,8,0,-9
O=C1NC(=S)NC(=O)C1c1ccccc1,1,1,0,/,/,/,-1,/
Nc1nonc1C(=O)N/N=C/c1ccc([N+](=O)[O-])o1,-7,0,21,-8,9,-1,-14,3
COC(=O)C1=C(c2ccc(F)cc2OCc2ccccc2)C[C@@H]2CC[C@H]1N2C,4,1,8,13,-1,-8,33,8
O=c1c2ccccc2nc(/C=C/c2ccc(F)cc2)n1-c1ccccn1,/,/,8,2,10,9,1,2
CCCCn1c(O)c(C(C)=NCCN2CCCCC2)c(=O)[nH]c1=O,-8,-2,-2,-3,-1,-10,6,9
O=C1NC(=S)NC(=O)C1C1CCCCC1,1,5,1,0,0,4,2,-9
O=c1[nH]c(=S)n(-c2ccccc2F)c(O)c1C=NCc1ccco1,-5,1,0,0,14,-4,3,26
CN(C)C(=O)Oc1ccc2c(=O)c(Oc3ccccc3Br)coc2c1,2,-8,7,-6,10,-24,-13,-61
CC(C)NP(=O)(NC(C)C)OP(=O)(NC(C)C)NC(C)C,6,-10,-3,0,-8,2,3,-21
CCN(CC)CCCC(C)N=C(c1ccccc1)c1c(O)n(C)c(=O)n(C)c1=O (configuration not stated),3,2,-8,-6,12,-1,8,-1
COC12CCC3(CC1C(C)(O)C(C)(C)C)[C@H]1Cc4ccc(OC5OC(C(=O)O)[C@@H](O)C(O)[C@H]5O)c5c4[C@@]3(CCN1CC1CC1)C2O5 (some centres not stated),-10,1,-5,-7,6,6,-1,10
O=C1C(=O)N(c2ccccc2)P(=O)(N(CCCl)CCCl)N1c1ccccc1,4,2,0,/,/,/,-15,/
COc1cc(OC)c(OC)cc1CNCCc1ccc(F)cc1,-1,5,12,-4,9,-7,29,-19
CC(=O)c1cc(C(C)=O)c(C)[n+](C)c1C,-17,8,1,-5,-11,-7,4,10
CC(=O)OC1(c2ccccc2)CC(C(C)(C)C)CN(C(C)(C)C)C1 (configuration not stated),-8,-6,3,3,13,12,-21,11
COc1cccc(-c2cc(C(F)(F)F)n3nc(C(=O)N4CCC5(CC4)OCCO5)cc3n2)c1,5,-5,-1,2,-12,-2,8,23
S=C=Nc1ccccn1,-17,1,4,-8,5,-4,8,-5
Cc1ccccc1-c1nc2ccccc2c(=O)n1C,0,0,-7,-1,5,-4,6,-3
Cn1cccc1/C=C1\C(=O)NC(=O)N(Cc2ccccc2)C1=O,-27,-3,5,-6,-6,40,39,-66
# Carrying on.
SMILES,EBI2 antag,CXCR6 block,CCR6 antagonist,UBC13 polyUb,APJ antag,Jurkat NFkB inh,Gli-Sufu block,697 NFkB inh
CC(C)(C)c1ccc(CN2C(=O)CN=C(c3ccccc3)c3ccccc32)cc1,12,-2,28,-6,10,7,12,7
Cc1ccc(N2C(=O)NC(=O)/C(=C/c3ccoc3)C2=O)cc1,-15,11,20,/,/,/,-1,/
CCN1CCN(C(=O)COc2ccc3oc4c(c3c2)CCCC4)CC1,0,-2,-1,23,-3,3,7,-1
CCOC(=O)C1(Cc2ccc(Cl)cc2)CCN(C(C)CCn2cccn2)CC1 (configuration not stated),5,-9,12,5,1,-4,33,-14
C=CCn1c(O)c(C(C)=NCc2cc(OC)cc(OC)c2)c(=O)[nH]c1=O,-12,1,-6,6,2,4,-5,34
CN1CC[C@@]2(C)c3cc(O)ccc3N(C)C2O1 (some centres not stated),-34,-20,-11,-97,-2,7,0,25
CCOC(=O)C1(CCOc2ccccc2)CCN(Cc2ccc(C)s2)CC1,10,1,6,3,-6,10,48,-9
Cc1cc(/C=C2\C(=O)NC(=O)N(Cc3ccco3)C2=O)c(C)n1-c1ccc(O)cc1,4,10,15,-16,9,0,-6,6
Fc1ccc(CNCCc2ccc3c(c2)OCO3)cc1,16,6,-8,4,20,-1,6,0
Nc1ccccc1C(=O)c1ccccc1,-1,-6,8,0,11,-2,44,10
N/C(=N\[N+](=O)[O-])N/N=C/c1ccc(O)cc1,4,3,8,-12,16,-2,0,8
Cc1nn(Cc2ccccc2)c(Cl)c1C(=O)Nc1ccc(OC(F)(F)F)cc1,14,-2,17,2,6,-15,3,-4
C[C@]12C[C@H](O)[C@@H](O)CC1=CCC1C2CC[C@@]2(C)C1CC[C@@H]2O (some centres not stated),-1,-4,-2,-3,10,0,3,2
CCOc1ccc(NC2=NCCCS2)cc1,-3,0,0,0,7,-33,0,3
Cc1ccc(N=Cc2c(O)n(-c3ccc(C)cc3)c(=O)[nH]c2=O)cc1,33,-1,2,-6,-57,6,-9,5
O=c1[nH]c(=O)n(-c2cccc(Cl)c2)c(O)c1/C=N/c1ccccn1,-7,3,-15,-4,6,0,4,11
COc1ccc(C(CC(=O)N2CCC3(CC2)OCCO3)NS(=O)(=O)c2ccc(C)cc2)cc1 (configuration not stated),1,1,3,3,9,8,-2,6
C[n+]1c(-c2ccccc2)sc2ccccc21,3,-1,4,-5,-4,-11,0,-20
CC(C)C(=O)N1CCN(CCN=Cc2c(O)n(C)c(=O)n(C)c2=O)CC1,-9,-16,-9,12,-4,-15,3,-14
COC(=O)CC1=C(C(=O)OC)C2(C(=O)N(C)c3ccccc32)C(C#N)=C(N)O1 (configuration not stated),3,-9,-4,-8,-31,13,8,-11
CC(=O)N(C1=NCCCS1)c1ccc(Cl)cc1,0,1,-8,-2,-14,4,-3,-3
O=C(NC(Cc1ccccc1)C(=O)N1CCC2(CC1)OCCO2)C1CCCCC1 (configuration not stated),-6,8,6,-1,6,8,9,4
CNc1ccc2nc3ccccc3[n+](C)c2c1,4,20,29,i,26,81*,16,4
CC(=O)c1ccc(NC(=O)N2C[C@H]3C[C@@H](C2)c2cccc(=O)n2C3)cc1,-8,-7,0,2,12,7,0,24
O=C(Cc1ccccc1)OCc1ccccc1,12,-8,16,-8,5,9,13,15

# One compound at a time (already shown):
# Cc1ccc(N2C(=O)NC(=O)/C(=C/c3ccoc3)C2=O)cc1 across the screens: EBI2 antag = -15; CXCR6 block = 11; CCR6 antagonist = 20; UBC13 polyUb = /; APJ antag = /; Jurkat NFkB inh = /; Gli-Sufu block = -1; 697 NFkB inh = /
# C[C@]12C[C@H](O)[C@@H](O)CC1=CCC1C2CC[C@@]2(C)C1CC[C@@H]2O (some centres not stated) across the screens: EBI2 antag = -1; CXCR6 block = -4; CCR6 antagonist = -2; UBC13 polyUb = -3; APJ antag = 10; Jurkat NFkB inh = 0; Gli-Sufu block = 3; 697 NFkB inh = 2
# CCOC(=O)C1(Cc2ccc(Cl)cc2)CCN(C(C)CCn2cccn2)CC1 (configuration not stated) across the screens: EBI2 antag = 5; CXCR6 block = -9; CCR6 antagonist = 12; UBC13 polyUb = 5; APJ antag = 1; Jurkat NFkB inh = -4; Gli-Sufu block = 33; 697 NFkB inh = -14

# Next results follow:
SMILES,EBI2 antag,CXCR6 block,CCR6 antagonist,UBC13 polyUb,APJ antag,Jurkat NFkB inh,Gli-Sufu block,697 NFkB inh
CC(C)C[C@H]1C(=O)N2CCC[C@H]2[C@]2(O)O[C@](NC(=O)[C@@H]3C=C4c5cccc6[nH]cc(c56)C[C@H]4N(C)C3)(C(C)C)C(=O)N12,3,-9,2,-90,-14,-25,2,-31
COc1ccc(CN2CCN(C(=O)Cc3ccccc3)CC2)cc1Br,-3,10,9,-5,-11,12,12,13
COc1ccc(CCNCc2ccc(C)s2)cc1OC,5,-5,0,-11,-20,1,23,-24
COc1ccc(C(=O)C2CCCN(Cc3ccc(C)s3)C2)c(OC)c1 (configuration not stated),0,2,13,-7,9,3,12,-2
O=C(c1ccc2c(c1)OCO2)C1CCCN(Cc2ccc(F)c(F)c2)C1 (configuration not stated),-3,-8,13,2,-13,-8,20,-8
Cc1ccnc(-n2c(-c3ccccc3)nc3ccccc3c2=O)c1,2,-4,-1,-4,-19,-12,8,7
CCCCn1nc(C)c(C(=O)O)c1Cl,-4,6,-6,-2,6,-4,1,9
CN(C(=O)Oc1cccc2cccnc12)c1ccccc1,7,-3,-8,-3,4,0,-5,0
COC(=O)C1=C(c2ccc(F)cc2OCc2ccccc2)C[C@@H]2CC[C@H]1N2C(=O)NCc1cccc(OC)c1,21,7,28,-3,12,23,14,11
